Bioassay records as filed in PubChem BioAssay.
TEAD-YAP inh: TEAD-YAP interaction inhibition. 1.4% of 640,000 active. inhibition, % at 9.12 µM. HEK-TIYL cells, TEAD-Gal4/YAP UAS-luciferase luminescence; in the data active = inhibition above about 32%;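 also: 0% = median of test compound wells and 100% = reference inhibitor wells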
MITF inh: human MITF inhibition, primary screen. O75030. AlphaScreen MITF homodimerization, bead proximity signal. inhibition, % at 2.6 µM. 0.91% of 650,000 active. AID 1259374; in the data active = inhibition above about 50%;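 also: 0% = vehicle wells with protein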
Target sequence (O75030 whole entry, looked up): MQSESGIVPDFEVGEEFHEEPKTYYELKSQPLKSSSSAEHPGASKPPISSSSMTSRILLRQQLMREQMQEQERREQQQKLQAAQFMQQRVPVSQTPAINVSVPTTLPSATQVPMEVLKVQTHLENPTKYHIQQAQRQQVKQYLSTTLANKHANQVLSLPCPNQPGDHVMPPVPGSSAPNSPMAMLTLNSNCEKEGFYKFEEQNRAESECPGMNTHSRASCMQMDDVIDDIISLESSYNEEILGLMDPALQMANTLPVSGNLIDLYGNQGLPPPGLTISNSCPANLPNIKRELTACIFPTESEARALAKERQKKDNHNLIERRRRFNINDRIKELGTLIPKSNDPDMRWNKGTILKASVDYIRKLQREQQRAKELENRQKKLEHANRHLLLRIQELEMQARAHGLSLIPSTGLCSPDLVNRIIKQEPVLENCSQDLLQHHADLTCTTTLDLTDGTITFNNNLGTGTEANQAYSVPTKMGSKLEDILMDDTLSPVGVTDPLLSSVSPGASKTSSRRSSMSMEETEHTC
GPR151 ag: human GPR151 activation; AID 1508602; activation, % at 11.2 µM; PathHunter beta-arrestin GPR151 cells, luminescence; 1% of 650,000 active; in the data active = activation above about 4.9%;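 also: 0% = median of compound wells and 100% = cells with positive control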
Target sequence (Q8TDV0 whole entry, looked up): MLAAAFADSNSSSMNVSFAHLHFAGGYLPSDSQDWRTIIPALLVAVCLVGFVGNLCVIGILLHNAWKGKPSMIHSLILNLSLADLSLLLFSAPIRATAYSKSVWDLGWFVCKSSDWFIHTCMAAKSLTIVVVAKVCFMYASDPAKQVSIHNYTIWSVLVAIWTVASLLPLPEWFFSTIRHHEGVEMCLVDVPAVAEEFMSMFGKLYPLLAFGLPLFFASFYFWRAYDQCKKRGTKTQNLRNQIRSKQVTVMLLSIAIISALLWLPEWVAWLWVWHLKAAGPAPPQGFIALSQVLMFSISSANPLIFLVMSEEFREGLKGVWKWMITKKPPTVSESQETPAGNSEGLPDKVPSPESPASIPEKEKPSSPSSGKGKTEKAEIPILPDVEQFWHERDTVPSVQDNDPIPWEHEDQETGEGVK
FBW7 activator: human FBW7 E3 ligase activation, primary screen; Q969H0; AlphaScreen FBW7–phospho-cyclin E peptide binding, activator screen; normalized activity (activation), % at 26.1 µM; 0.13% of 650,000 active; in the data active = normalized activity above about 1.9%;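 also: purified mutant Fbw7 with reduced substrate affinity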
An asterisk follows results filed as active; · = not tested or not shown; & = joins results of further samples.

The line under a structure holds: GPR151 ag	TEAD-YAP inh	MITF inh	FBW7 activator
> C[C@H](NC(=O)c1cc2ccccc2s1)c1nc(-c2ccncc2)n[nH]1
 : -1.3	9	10	0.0
> Cc1ccc(N(c2ncnc(N)c2[N+](=O)[O-])C2CCCCC2)cc1
 : -1.0	0	11	-0.1
> N#Cc1ccccc1CSc1nc(N)cc(N)n1
 : -1.2	1	17	1.7
> COc1cc(/C=C2/NC(=O)N(CC(=O)Nc3ccc(C)cc3)C2=O)ccc1O
 : 0.6	7	17	-0.1
> O=C1CCCC2=C1C(c1ccc(O)cc1)C1=C(CCCC1=O)N2
 : 2.5	-2	0	0.0
> O=C(/C=C/c1ccc([N+](=O)[O-])cc1)Nn1c(-c2cccs2)nc2ccccc2c1=O
 : 1.7	1	6	-0.1
> COc1ccc(N2CCN(C(=O)c3cc(F)c(F)cc3Cl)CC2)c([N+](=O)[O-])c1
 : 0.4	-6	13	-0.3
> COc1ccc(/C=C2\SC(N)=NC2=O)cc1OS(=O)(=O)c1ccc(Cl)cc1
 : -1.0	-5	6	0.1
> CCN(CCO)c1ccc(NC2=C(NC(C)=O)C(=O)c3ccccc3C2=O)cc1
 : 5.1*	61*	8	0.1
> Cn1c(=O)[nH]c(=O)c2c1nc(N/N=C/c1cccc([N+](=O)[O-])c1)n2CCO
 : 0.3	2	-3	-0.2
> Cc1nc2c(-c3ccccc3)c(C)nn2c(N)c1-c1ccccc1
 : 0.7	8	1	0.6
> COc1ccc(C2Nc3ccccc3C(=O)N2c2ccc(Oc3ccccc3)cc2)cc1 (stereo not given)
 : -0.5	-26	5	0.0
> COCCNC(=O)c1ccccc1NS(=O)(=O)c1ccc(Br)cc1
 : 0.1	0	-15	-0.2
> COC(=O)c1c(NC(=O)c2cc(-c3ccccc3C)nc3ccccc23)sc2c1CCCCCC2
 : -0.4	-3	5	-0.1
> CC(=O)Nc1ccc(C(=O)OCC(=O)c2ccc(F)cc2)cc1
 : 2.4	7	-5	-0.1
> O=C(CCCC(=O)Nc1cccc(Br)c1)N/N=C/c1cc([N+](=O)[O-])ccc1O
 : 0.2	22	16	-0.7
> CCOC(=O)c1sc(NC(=O)c2ccc(S(=O)(=O)N(C)C)cc2)nc1-c1ccccc1
 : 2.1	3	-4	-0.1
> CCOC(=O)C1=C(CN2CCC3(CC2)OCCO3)NC(=O)NC1c1ccc(F)cc1 (stereo not given)
 : -0.6	-1	-4	0.0
> O=c1[nH]c(/C=C/c2ccc(Cl)cc2)nc(O)c1[N+](=O)[O-]
 : 1.4	-7	24	0.1
> O=C(Cn1c(=O)[nH]c2ccsc2c1=O)NC1CCCCCCC1
 : 4.3	4	-8	0.0
> CCC1(C)COC(C)(CC(=O)NNC(=O)Nc2ccccc2)OC1 (stereo not given)
 : -0.3	10	11	0.2
> C[C@@H]1CN(C(=O)CCC2(Cc3ccc4ccccc4c3)CCC(=O)N2)C[C@H](C)O1 (stereo not given in full)
 : -0.6	4	-6	-0.3
> Cc1ccc(S(=O)(=O)Nc2cccnc2)cc1C(N)=O
 : 0.1	5	-10	0.1
> COC(=O)C1=C(C)N(Cc2ccccc2)C2=C3C(=O)N(C)C(=O)[C@@H]3[C@@](O)(C(=O)OC)C(=O)N2[C@@H]1c1ccccc1
 : 1.4	·	4	0.0
> COc1ccccc1-c1nnc2ccc(OCCNC(=O)c3ccc(F)cc3F)nn12
 : -2.1	7	-22	-0.2
> Cc1ccc(C)c(NC2(C#N)C(=O)Nc3ccccc32)c1 (stereo not given)
 : 0.7	-6	3	-0.1
> CCc1ccc(-c2cc(C(=O)N3CCN(Cc4ccccc4)CC3)c3ccccc3n2)cc1
 : -0.4	65*	17	0.1
> O=C(NC1CC1)c1cc(Cl)nc2ccccc12
 : 2.2	6	2	0.2
> CCc1ccc(OCC(O)Cn2c(NCc3ccccc3)nc3c2c(=O)[nH]c(=O)n3C)cc1 (stereo not given)
 : 0.3	-8	1	0.0
> Cc1cccc(Nc2ccccc2C(=O)O)c1C
 : 1.5&1.5&-1.4	2	-2&14&6	0.0&-0.2&0.0
> O=C(OCc1ccc(Br)cc1)C1CCN(S(=O)(=O)c2cccs2)CC1
 : 0.8	9	-8	0.0
> N#Cc1ccc(NC(=O)NCCNc2nc3cc4c(cc3cc2C#N)OCO4)cc1
 : -0.8	1	14	-0.1
> COc1ccc(-c2nn(C)c3sc(C(=O)NCCCN4CCCC4)cc23)cc1OC
 : -0.9	-17	5	-0.3
> CCOC(=O)c1ccc(N2C(=O)CC(NNC(=O)CCc3ccccc3)C2=O)cc1 (stereo not given)
 : 0.4	4	-12	0.0
> Cc1cccc2c3c([nH]c12)CCNC3
 : -1.0	2	7	0.0
> COc1ccc(-c2cc(C(F)(F)F)n3nc(C(=O)OC(C)C)c(Cl)c3n2)cc1
 : 0.0	-2	-11	0.1
> CCCS(=O)(=O)c1c(S(=O)(=O)CCC)c2ccccn2c1C(=O)c1ccc(F)cc1
 : -1.0	1	9	0.1
> COC(=O)C1=C(C)OC(N)=C(C#N)C1c1ccc(Br)s1 (stereo not given)
 : -0.5	1	-2	0.1
> Cc1cc(F)ccc1O[C@H]1C=C[C@@H](c2ccc3c(c2)OCO3)O[C@@H]1CO
 : 0.7	·	-10	-0.2
> COc1ccc(NC(=O)c2ccc(OC(C)C(=O)O)cc2)cc1Cl (stereo not given)
 : -2.7	-5	-11	0.3

One compound at a time, as listed above. Order of screens: GPR151 ag | TEAD-YAP inh | MITF inh | FBW7 activator
O=C(OCc1ccc(Br)cc1)C1CCN(S(=O)(=O)c2cccs2)CC1 is entered as 0.8 | 9 | -8 | 0.0
Cc1cccc2c3c([nH]c12)CCNC3 is entered as -1.0 | 2 | 7 | 0.0

Remaining list, next part
The line under a structure holds: GPR151 ag	TEAD-YAP inh	MITF inh	FBW7 activator
> O=C(CSc1n[nH]c(-c2ccccc2)n1)NC1CCCCC1
 : -1.1	-10	-1	-0.1
> O=c1c2cccnc2n(Cc2ccccc2F)c(=O)n1Cc1ccccc1
 : 2.0	-29	4	0.0
> CC(C)n1cnc2c(NCc3cccnc3)nc(Nc3ccncn3)nc21
 : -0.6	-31	-12	-0.2
> O=C(Nc1nc2c(Cl)cccc2s1)c1cc(=O)c2ccccc2o1
 : 0.7	-6	-2	-0.1
> COc1cc(OC)nc(Oc2cccc(C(=O)O)c2)n1
 : -0.6	-2	3	0.1
> CC(C)/C=N/NC(=O)c1ccc2c(c1)NC(=O)C(C)(C)O2
 : 0.2	1	14	0.1
> Cc1ccc(C(=O)NNC(=O)CSc2nnc3[nH]c(=O)cc(N)n23)cc1
 : 0.5	0	2	0.0
> CC(C)NC(=O)Cn1c(-c2ccccn2)nc2ccccc21
 : -0.7	-4	5	-0.1
> COCCCN1C(=O)c2ccc(C(=O)Oc3ccc4ccccc4c3)cc2C1=O
 : -0.5	2	10	0.2
> O=C(Nc1cccc(S(=O)(=O)N2CCOCC2)c1)c1cccs1
 : -0.2	-7	-1	-0.1
> CCOC(=O)C1=C(N)N(c2ccc(Cl)cc2)C2=C(C(=O)CCC2)C1c1ccc(F)cc1 (stereo not given)
 : -0.5	15	6	0.6
> N#CCCn1cc(C(N)=O)c(-c2cccs2)n1
 : 2.6	10	3	-0.1
> O=C(CN1C(=O)COc2ccccc21)N1CCc2ccccc21
 : 0.7	12	-6	-0.3
> COc1ccc(-c2nn(-c3ccccc3)cc2/C=N/N=C(N)N)cc1OC
 : -0.2	-6	-6	-0.1
> Cc1cccc(-n2nnnc2SCC(=O)Nc2c(C)nn(-c3ccccc3)c2C)c1
 : 1.1	7	6	-0.1
> CC(C)c1nnc(NC(=O)c2ccc(F)cc2)s1
 : 1.1	-32	6	-0.1
> CCc1ccc(NC(=O)Cn2c(=O)n(Cc3ccc(F)cc3)c(=O)c3cccnc32)cc1
 : 0.5	-4	-3	-0.2
> C/C(=N/Nc1ccccc1[N+](=O)[O-])c1ccc([N+](=O)[O-])cc1
 : -0.7	3	-6	0.0
> CCN(CCCNC(=O)C1CC(=O)N(CCc2ccccc2)C1)c1cccc(C)c1 (stereo not given)
 : 0.3	-7	4	-0.2
> COc1ccc(CCN2C(=O)CC(C(=O)Nc3cccc(C)c3)SC2=Nc2ccc(F)cc2)cc1 (stereo not given)
 : -0.2	4	-3	0.8
> CN(C)P(=NC(=S)Nc1cccc(S(N)(=O)=O)c1)(c1ccncc1)N(C)C
 : 0.3	10	13	0.0
> O=C(c1cc2nc(-c3cccs3)cc(C(F)(F)F)n2n1)N(Cc1ccccc1)Cc1ccccc1
 : -1.4	11	4	-0.1
> O=C(CCC(=O)Nc1ccc(C(=O)O)cc1)N/N=C/c1coc2ccc(F)cc2c1=O
 : -0.7	8	1	0.0
> O=C(COc1ccc(Br)cc1)Nc1ccncc1
 : 0.0	13	11	0.0
> COc1cccc(/C=N/NC(=O)c2nnn(-c3nonc3N)c2-c2ccccc2)c1OC
 : 2.3	5	-2	-0.1
> Cc1ccc(-c2noc(C3CCCN(C(=O)Cc4ccccc4)C3)n2)cc1 (stereo not given)
 : -0.4	0	13	0.7
> O=C1O[C@@H]2C[C@H]3C[C@@H]2[C@@H]1[C@H]3C(=O)N1CCN(c2ccc([N+](=O)[O-])cc2)CC1
 : 0.2	6	8	-0.1
> Cc1ccc(S(=O)(=O)N2CCCCC2CCNC(=O)Nc2ccc(Cl)cc2)cc1 (stereo not given)
 : 2.0	-1	-3	-0.3
> CCCOC(=O)C1=C(C)NC2=C(C(=O)CCC2)C1c1cc(OC)c(OC)cc1Br (stereo not given)
 : -0.7	4	-3	0.0
> COC(=O)c1c(NC(=O)c2ccc(S(=O)(=O)N(C)C)cc2)sc2c1CC(C)(C)NC2(C)C
 : 1.4	11	-5	-0.1

Quoted from the results shown, 3 compounds:
The line under a structure holds: GPR151 ag	TEAD-YAP inh	MITF inh	FBW7 activator
> Cc1ccc(S(=O)(=O)N2CCCCC2CCNC(=O)Nc2ccc(Cl)cc2)cc1 (stereo not given)
 : 2.0	-1	-3	-0.3
> CCCOC(=O)C1=C(C)NC2=C(C(=O)CCC2)C1c1cc(OC)c(OC)cc1Br (stereo not given)
 : -0.7	4	-3	0.0
> COC(=O)c1c(NC(=O)c2ccc(S(=O)(=O)N(C)C)cc2)sc2c1CC(C)(C)NC2(C)C
 : 1.4	11	-5	-0.1

New compounds follow
The line under a structure holds: GPR151 ag	TEAD-YAP inh	MITF inh	FBW7 activator
> CCc1ccccc1NC(=O)c1cc2nc(-c3cccs3)cc(C(F)(F)F)n2n1
 : 1.2	3	23	0.9
> Cc1ccc(C(=O)NCc2ccccn2)c(Cl)c1
 : 0.0	-33	-7	-0.2
> CCN(CC)c1nc(C)nc2sc(C(=O)Nc3cccc(C(F)(F)F)c3)c(C)c12
 : -0.3	4	6	0.1
> O=C(Nc1ccc2cn[nH]c2c1)c1ccc(F)cc1F
 : -2.1	-20	2	0.1
> O=C(c1n[nH]c2c1CCCC2)n1ccnc1
 : 1.0	54*	10	-0.1
> N#CC1=C(N)Oc2n[nH]c(C(F)(F)F)c2C1c1ccccc1F (stereo not given)
 : -0.7	4	10	0.0
> Cc1cccc2nc3c(c(=O)n12)CN(C(=O)Cc1cc(F)cc(F)c1)CC3
 : 1.0	-9	14	0.3
> O=C(Cn1c2ccccc2c(=O)c2ccccc21)Nc1c(F)cccc1F
 : -0.9	6	2	-0.1
> CCOC(=O)c1cnn(-c2ccccc2)c1NC(=O)c1c(-c2ccccc2)noc1C
 : 0.0	-1	-5	-0.1
> COc1ccc(C(=O)NCc2nnc(SCC(=O)N3N=C(c4cccs4)CC3c3ccc(F)cc3)n2Cc2ccccc2)cc1 (stereo not given)
 : 1.5	-9	0	-0.1
> COc1cc2nc(Nc3ccccc3)nc(NCc3cccc(C(F)(F)F)c3)c2cc1OC
 : 0.0	14	4	0.3
> CCOC(=O)c1cnc2ccc(OC)cc2c1NCCc1ccc(OC)c(OC)c1
 : 1.6	-12	8	0.1
> COc1ccc(OCC(=O)Nc2ncc(Cc3cccc(C)c3)s2)cc1
 : -0.3	7	-1	-0.1
> Cc1nc(CSc2ncnc3sc4c(c23)CCC4)cs1
 : 0.2	6	2	0.0
> Nc1c(-c2ccc(O)cc2)nc2cnccn12
 : 0.1	18	4	0.3
> O=C(Nc1ccc(O)cc1)C1CC(=O)N(c2ccccc2)C1 (stereo not given)
 : -0.3	-3	9	0.0
> O=C1OC(c2cc([N+](=O)[O-])ccc2Cl)=N/C1=C\c1ccccc1C(F)(F)F
 : 1.2	8	3	-0.1
> CCc1cc2c(=O)c(-c3nc4ccccc4s3)coc2cc1OS(C)(=O)=O
 : 0.2	1	5	-0.1
> COc1ccc(NC(=O)NCCN2CCN(c3cccc(C)c3C)CC2)cc1
 : 0.6	-8	-5	0.2
> O=C(CN1C(=O)NC2(CCCCC2)C1=O)NC1CCS(=O)(=O)C1 (stereo not given)
 : 0.1	7	2	0.2
> Cc1ccc(N(CC(=O)NCC2CCCO2)S(=O)(=O)c2ccc(C)cc2)cc1 (stereo not given)
 : 1.2	-5	1	0.0
> Cc1cccc(OCC(=O)Nc2cc(C(F)(F)F)ccc2N2CCOCC2)c1
 : -2.0	4	20	0.3
> CCOC(=O)c1ccccc1OC(=O)c1ccc([N+](=O)[O-])cc1[N+](=O)[O-]
 : 1.3	6	4	1.0
> c1ccc(OCCNc2cc(NCc3cccnc3)ncn2)cc1
 : 2.1	-23	17	0.1
> Cc1cc(NC2CC2)nc(N2C3CCC2CC(O)(c2ccc(F)cc2)C3)n1 (stereo not given)
 : -1.0	-10	-23	-0.1
> CCc1ccc(OCC(=O)OCCNC(=O)c2ccncc2)cc1
 : 0.0	1	16	-0.1
> O=C(CCl)NNC(=O)C1COc2ccccc2O1 (stereo not given)
 : -1.7	6	3	0.0
> O=C(COc1ccc(Br)cc1)Nc1cccc2cccnc12
 : -1.4	9	1	0.5
> CCc1nnc(NC(=O)c2cc3ccccc3o2)s1
 : 0.1	-20	12	0.2
